PAX8 inh HTS: lowers PAX8-driven luciferase in RMG-I cells; RMG-I TPO-luciferase reporter, SteadyGlo, 24 h; inhibition, % at 12.6 µM; 360,000 tested, 1.2% active; AID 652154;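 active = mean replicate inhibition at least 60% with every replicate also reaching 60%; inconclusive = only one of the two criteria is met; inactive = mean below 60% and not all replicates reaching 60%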;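 also: luciferase light reporting Pax8 driven TPO promoter activity; plate controls were median of neutral control wells for no effect and mitoxantrone controls for full effect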
DENV2 CPE: inhibitors of DENV2 cytopathic effect; DENV2-infected cells, cytopathic effect rescue, plate reader; CPE inhibition, % at 9.99 µM; 350,000 tested, 1.7% active; AID 651640; in the data active = CPE inhibition above about 20%, passing the limit was not always enough; inconclusive = no clear call, values can overlap the other calls; tested in BHK-21 cells;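 also: 0% = median of neutral control wells and 100% = median of positive control wells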
EWS-Fli block: inhibitors of EWS/Fli oncoprotein transcriptional activity | A673 NR0B1-luciferase reporter, viability-normalised | inhibition, % at 12.6 µM | 350,000 tested, 0.67% active | AID 651661;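 active = mean inhibition of at least 50% after viability correction, with every replicate also passing that limit; inconclusive = mean reaches 50% but only one of two replicates passes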;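 also: firefly luciferase signal divided by Alamar Blue viability fluorescence both relative to DMSO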
ARNT-TACC3 inh: disrupts binding between human ARNT and TACC3; Q9Y6A5; AlphaScreen His-ARNT PAS-B/GST-TACC3 binding, luminescence; TACC3 fragment carries E629A point mutation; inhibition, % at 9.99 µM; 390,000 tested, 0.66% active; AID 623870;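 active = mean inhibition of replicates at least 50% and at least half of replicates each reaching 50%; inconclusive = half or more replicates reach 50% but mean below 50%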;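 also: 0% = complete ARNT plus TACC3 wells and 100% = ARNT alone without TACC3; many hits fall short of the cut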
INS-1E GSIS act: GLuc luminescence reporter in INS-1E cells, primary screen for activators of glucose-dependent secretion of insulin. INS-1E GLuc reporter insulin secretion, 2-3 h. activation, % at 16.6 µM. 370,000 tested, 0.61% active. AID 743287;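 active = lowest replicate activation of at least 40%, so every replicate reaches that level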;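 also: 0% = median of neutral control wells and 100% = median of IBMX positive control wells; some compounds called inactive have numbers as strong as hits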
CFTR F508del cor: correctors of CFTR F508del function in bronchial epithelial cells. activity (quench increase), % at 7.58 µM. 350,000 tested, 0.36% active. AID 720511. CFBE cells, YFP halide quenching; stimulated with forskolin plus potentiator P3; % fluorescence drop versus neutral controls;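 active = mean added fluorescence quench of at least 8% versus neutral control, with both replicates also reaching 8%; inconclusive = only one of the mean or replicate conditions met; inactive = mean below 8% and not both replicates reaching 8%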;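 also: cells transiently co-express mutant CFTR-F508del with the halide-sensitive YFP; corrector assay measuring rescue of mutant channel to the surface after 24 h compound exposure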
ERp5 block: blocks human ERp5 reductase activity on insulin; inhibition, % at 9.99 µM; ERp5 insulin aggregation, absorbance 650 nm, 90 min; 350,000 tested, 0.05% active; AID 651711;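 active = mean replicate inhibition above about 25%, with every replicate also reaching it, limit read from the data, passing the limit was not always enough; inconclusive = only one of those two criteria met; inactive = neither criterion met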
Target sequence (Q15084 whole entry, looked up): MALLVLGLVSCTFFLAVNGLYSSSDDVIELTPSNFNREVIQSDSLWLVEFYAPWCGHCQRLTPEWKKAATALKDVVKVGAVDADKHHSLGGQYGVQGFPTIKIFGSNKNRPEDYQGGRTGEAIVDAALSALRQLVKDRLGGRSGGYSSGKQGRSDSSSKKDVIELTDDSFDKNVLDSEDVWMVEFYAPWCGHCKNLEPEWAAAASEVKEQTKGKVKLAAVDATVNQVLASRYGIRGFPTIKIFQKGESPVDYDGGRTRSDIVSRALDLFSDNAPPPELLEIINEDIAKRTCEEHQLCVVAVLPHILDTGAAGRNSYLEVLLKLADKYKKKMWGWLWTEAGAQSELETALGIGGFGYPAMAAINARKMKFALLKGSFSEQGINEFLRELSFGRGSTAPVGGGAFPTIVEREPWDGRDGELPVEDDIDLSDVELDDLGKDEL
Xi reactivation: X-chromosome reactivation activator; XiGFP mouse fibroblasts, % GFP-positive cells imaging, 3 d; cells co-treated with 5-aza-dC sensitizer; scaled so ellipticine positive control = 100%; activation, % at 7.58 µM; 360,000 tested, 0.055% active;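 active = mean normalized replicate activation at least 10% and every replicate at or above 10%; inconclusive = only one of the two criteria met; inactive = mean below 10% and not all replicates reach 10%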;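 also: 0% = median of on-plate neutral control wells and 100% = ellipticine 6 µM median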
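System: 68-5-11 XiGFP fibroblast line; Timing: 3 days compound exposure; Compound dosing: one concentration, pinned; Benchmarks: positive control ellipticine, 6 µM final; Buffer or medium: DMEM containing 5-aza-dC.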
An asterisk follows results filed as active; ? = inconclusive; · = not tested or not shown; & = joins results of further samples. An unsorted share of the library; about 4.2% have a hit in one of these screens.

SMILES	PAX8 inh HTS	DENV2 CPE	EWS-Fli block	ARNT-TACC3 inh	INS-1E GSIS act	CFTR F508del cor	ERp5 block	Xi reactivation
CCOc1ccc(CCNC(=O)C2(c3ccccc3)CC2)cc1OCC	10	12	·	-3	36	0.7	0	0.0
COc1cccc(NC(=O)N2CC(=O)N3[C@H](CO)[C@@H](c4ccc(C#CCC5CCCC5)cc4)[C@H]3C2)c1	23	2	5	·	-11	1.0	-2	0.1
Cc1cc(C)c(N=C2C(=O)Nc3ccccc32)c(C)c1	-3	8	24	7	-9	-1.0	1	0.3
Cc1ccccc1NC(=S)NCc1ccc(Cl)cc1	7	-3	-15	9	-6	·	-2	0.2
NC(=O)c1ccccc1NCC(=O)c1ccc(F)cc1	-2	2	1	-3	0	3.4	9	0.8
C=C(C)Cn1c(-c2ccncc2)n[nH]c1=S	-4	?	-3	-3	31	-1.0	-5	0.1
CC(=O)Nc1cccc(N=NN2CCCCC2)c1	2	0	-16	3	11	-1.1	0	0.0
O=C(N/C(=C\c1ccc([N+](=O)[O-])cc1)C(=O)N1CCCCC1)c1ccccc1	15	-1	-3	-6	-17	·	4	0.0
COc1ccc(NC(=O)N(C)C[C@H]2OCCCC[C@H](C)Oc3ccc(NC(=O)Nc4ccc5c(c4)OCO5)cc3C(=O)N([C@@H](C)CO)C[C@@H]2C)cc1	26&4	-6&4	15&2	-2	-8&-2	-1.0&-0.2	1&1	0.0&0.1
CC(C)(O)C#Cc1cccc(-c2nc(C(=O)N3CCN(Cc4ccccc4)CC3)cc3c2[C@@H](CCO)N(S(=O)C(C)(C)C)C3)c1 (some centres not stated)	13	-3	-1	3	-14	·	-1	0.2
O=c1ccc2cc(S(=O)(=O)N3CCN(c4ccc(Cl)cc4)CC3)ccc2o1	-2	-3	7	1	19	-0.3	0	0.1
O=C(COC(=O)c1cncc(Br)c1)NC12CC3CC(CC(C3)C1)C2	0	-7	7	·	·	0.6	1	-0.1
Cc1noc(C)c1NC(=O)Nc1ccc2c(c1)C(=O)N([C@@H](C)CO)C[C@@H](C)[C@H](CN(C)S(=O)(=O)c1ccc(Cl)cc1)O2	·	28*	-8	-3	7	2.7	-6	0.2
Fc1cccc(CN2CCN(Cc3nc(-c4cnccn4)no3)CC2)c1	20	-2	-1	0	0	-1.1	4	0.5
Cc1cc(C(=O)Nc2ccc3c(c2)C(=O)N(C)[C@H]2CC[C@@H](CC(=O)NCc4ccc(-c5ccccc5)cc4)O[C@@H]2CO3)no1	65*	-1	14	0	-6	·	5	0.0
O=C(COC(=O)Cn1cnc2ccccc2c1=O)Nc1ccc(Cl)cc1	-16	10	5	0	-7	4.9	2	0.1
CNC[C@@H]1OCCCC[C@@H](C)Oc2ccc(NC(=O)Cc3ccccc3)cc2C(=O)N([C@@H](C)CO)C[C@H]1C	-7	0	-6	-2	4	4.4	-2	0.1
CCOC(=O)[C@@H]1[C@H]2COc3ccccc3[C@H]2N2C(=O)N(c3ccc(C)cc3)C(=O)[C@]12C	14	-7	-5	-2	-9	0.0	-4	0.0
O=C(Nc1ccccc1)c1cc(C2CCCN(C(=O)c3ccc4c(c3)CCO4)C2)on1 (configuration not stated)	1	-15	-3	·	-9	-1.4	1	-0.1
CC1CCN(C(=O)COC(=O)c2cccc(S(=O)(=O)N3CCOCC3)c2)CC1	-7	9	-6	·	6	1.9	2	0.1
COc1ccc(-n2nc3c(c2NC(=O)c2ccc(Br)cc2)CS(=O)C3)cc1 (configuration not stated)	19	10	0	-4	·	1.0	-1	0.0
N#Cc1ccc(CSc2nnc(NC(=O)CCc3nc4ccccc4c(=O)[nH]3)s2)cc1	-57	-3	2	·	-1	-4.5	3	0.2
C[C@@H]1CN([C@@H](C)CO)C(=O)c2cc(NC(=O)Nc3ccccc3)ccc2O[C@@H](C)CCCCO[C@@H]1CN(C)Cc1ccc(C(F)(F)F)cc1	74*	20	4	1	4	-10.0	·	0.2
CCOc1ccc(NC(=O)COc2ccc(N3CC(C(N)=O)CC3=O)cc2)cc1 (configuration not stated)	-9	-2	-7	-2	-4	7.5	-2	-0.6
COCc1c(C(=O)N/N=C/c2ccc(C)o2)nnn1-c1nonc1N	1	1	3	-1	2	2.1	7	0.1
Carrying on:
SMILES	PAX8 inh HTS	DENV2 CPE	EWS-Fli block	ARNT-TACC3 inh	INS-1E GSIS act	CFTR F508del cor	ERp5 block	Xi reactivation
COc1ccccc1CCC(=O)Nc1cccc(S(=O)(=O)N2CCCCCC2)c1	5	-8	-3	-3	-12	1.8	-2	-0.1
CCC(=O)Nc1cc(-c2nc3ncccc3o2)ccc1Cl	-23	6	9	-8	-3	0.6	4	0.2
COc1ccc(N(CC(=O)NC2CCCCC2)C(=O)c2ccc(C)s2)cc1OC	1	-3	7	26	11	-1.1	0	0.2
CC(C)NC(=O)Nc1ccc2c(c1)CC(=O)N([C@@H](C)CO)C[C@H](C)[C@@H](CN(C)C(=O)NC1CCCCC1)O2	-5	-4&7	-2&-4	6&-5	8&2	-1.1&2.5	4&-1	0.1&0.0
CCCCNC(=O)CSc1nc2cc3c(cc2c(=O)n1CCC(=O)NCCc1ccc(OC)c(OC)c1)OCO3	2	-6	1	4	10	2.0	0	0.0
O=C(CCN1C(=O)c2ccccc2C1=O)C1=NN[C@@H]2C(=O)N(c3ccc4c(c3)OCCO4)C(=O)[C@H]12	3	-1	6	·	16	-2.2	1	0.1
CN1CCN(C(=O)C[C@@H]2CC[C@@H]3[C@H](COC[C@@H](O)CN3Cc3cccc(F)c3)O2)CC1	-11	·	3	16	16	-3.7	·	0.1
Cc1ccc(N2C(=O)C3C=NNC3C2=O)cc1 (configuration not stated)	6	-1	-8	-3	4	2.1	-2	0.1
O=C(CCc1nnc(CCCCc2ccccc2)o1)N1CCCCC1CCO (configuration not stated)	-11	-2	5	-5	-2	-0.2	-2	0.0
Cc1ccccc1-c1ccc(C2[C@H]3CNC[C@@H]2N3Cc2cccnc2)cc1 (some centres not stated)	-9	19	15	·	1	-1.0	·	0.2
O=C(OC1CCOC1=O)C1CCN(S(=O)(=O)c2c(Cl)cccc2Cl)CC1 (configuration not stated)	-2	-2	1	-26	-26	1.7	-4	0.0
Cc1ccc(/C=C/C(=O)Nc2nccs2)o1	-52	?	-52	-1	-6	·	-1	-0.1
O=C1C(Cl)=C(Nc2ccccc2O)C(=O)N1CCc1ccccc1	-23	·	·	21	-23	·	·	1.9
O=C(c1ccccn1)N1CC[C@@H]2[C@H]1c1cc(C#Cc3cccnc3)ccc1N[C@@H]2CO	-6	11	-1	7	6	1.6	·	0.1
CCc1csc(N2[C@H](CO)[C@@H](c3ccc(-c4cccc(F)c4)cc3)[C@@H]2C#N)n1	5	-15	3	15	8	1.3	-1	0.1
CN(c1ccc(OCC(=O)Nc2nc3ccccc3s2)cc1)S(=O)(=O)c1ccccc1	-2	-2	-11	-8	-5	1.8	-6	0.1
COc1cccc(CNC(=O)C[C@H]2CC[C@H](NC(=O)C3CC3)[C@@H](CO)O2)c1	10	-7	3	-17	-1	-1.2	4	-0.4
O=C(CSc1ccc(-c2cccnc2)nn1)N1CCCCCC1	-9	-5	3	-2	-1	-1.2	-1	0.2
Cc1ccc(S(=O)(=O)N[C@H]2CC[C@H](CCNC(=O)C3CCCCC3)O[C@H]2CO)cc1	1	0	-5	-32	-10	0.5	-4	0.0
COc1ccc(C(=O)NC2CCN(CC(=O)NCc3ccccc3F)CC2)cc1	2	5	-9	-1	15	-0.6	-1	0.1
CC(=O)Nc1ccc(NC(=O)CSc2nc3ccccc3nc2N2CCCCC2)cc1	11	4	9	-4	-1	2.6	-4	-0.1
CCOC(=O)CNc1c(N2CCN(c3ccccn3)CC2)c(=O)c1=O	7	7	-4	-2	5	-2.1	3	0.0
NSc1nc(N)c2nc(-c3ccccc3)c(-c3ccccc3)nc2n1	19	-1	47	-23	1	-1.1	4	0.0
CCc1cc(C(=O)c2ccc(OC)cc2)c(NC(=O)CN2CCCCC2)s1	-8	-4	13	3	·	-0.4	-3	0.0
CN(C(=O)c1cccc(S(=O)(=O)N2CCOCC2)c1)c1c(N)n(Cc2ccccc2)c(=O)[nH]c1=O	-5	?	-6	5	·	1.8	0	0.0

2 neighbouring entries out of the list so far, for reference:
SMILES	PAX8 inh HTS	DENV2 CPE	EWS-Fli block	ARNT-TACC3 inh	INS-1E GSIS act	CFTR F508del cor	ERp5 block	Xi reactivation
CCc1csc(N2[C@H](CO)[C@@H](c3ccc(-c4cccc(F)c4)cc3)[C@@H]2C#N)n1	5	-15	3	15	8	1.3	-1	0.1
CN(c1ccc(OCC(=O)Nc2nc3ccccc3s2)cc1)S(=O)(=O)c1ccccc1	-2	-2	-11	-8	-5	1.8	-6	0.1

Other records
SMILES	PAX8 inh HTS	DENV2 CPE	EWS-Fli block	ARNT-TACC3 inh	INS-1E GSIS act	CFTR F508del cor	ERp5 block	Xi reactivation
COc1cc(/C=N\Nc2cc(=O)n(C)c(=O)n2C)ccc1O	14	·	·	33	3	·	·	0.0
Cc1cc(C(=O)OCC(=O)NC2CCS(=O)(=O)C2)c2ccccc2n1 (configuration not stated)	9	-3	6	-3	3	0.4	2	0.1
CCOC(=O)COc1ccc(C(=O)Nc2cccc(Cl)c2C)cc1	11	-2	0	-2	-13	-0.9	7	-0.1
CSCCC(NC(=O)COc1ccccc1)C(=O)N1CC(C)CC(C)C1 (configuration not stated)	7	3	0	-4	13	4.1	0	0.0
Cc1ccc(CN(C)C(=O)CCNS(=O)(=O)c2ccccc2)o1	8	-1	-1	·	-5	0.8	6	-0.1
COc1ccc2c(c1)CC[C@@H]1[C@@H]2CC[C@]2(C)[C@@H](C(C)=O)C[C@@H]12	-15	?	-19	-1	·	0.4	2	0.0
CC(Oc1ccc(F)cc1)C(=O)N1CCN(c2ncccn2)CC1 (configuration not stated)	-1	4	·	-6	17	0.1	4	0.1
O=C(NCCCCCNC(=O)c1ccccn1)c1ccccn1	-11	3	7	1	24	2.1	-4	0.0
CC(=O)N1[C@H](CN(CC2CCC2)C(=O)CN(C)C)[C@@H](c2ccccc2)[C@@H]1CO	-7	-7	2	-4	10	-0.5	-3	0.3
Cc1ccc(CNC(=O)c2ccc(C)s2)cc1	-83	0	-40	-5	-12	-1.1	-2	0.1
COCCCN(C(=S)Nc1ccc(C)cc1Cl)C(C)c1ccncc1 (configuration not stated)	-10	·	·	7	4	·	·	0.3
COC(=O)[C@H]1C[C@H](OC(=O)NCc2ccccc2)[C@@]2(O)CN(S(=O)(=O)c3ccc(C)cc3)CC2[C@H]1C(=O)OC (some centres not stated)	1	12	-3	·	9	0.3	7	0.1
CC1CC(C)CN(C(=O)C2CC(=O)N(c3ccc4c(c3)OCCO4)C2)C1 (configuration not stated)	-4	3	1	-2	18	-0.9	0	0.0
Cc1nn(C)cc1/C=C(/C#N)C(N)=O	5	·	·	-5	11	·	·	0.0
O=C(N[C@H](C(=O)N1CCC[C@H]1C(=O)NCc1ccccc1)c1ccccc1)c1ccc(Cl)c(Cl)c1	27	-3	1	·	-40	3.5	0	0.2
C=CCC1NS(=O)(=O)OC(CCCC)C1O (configuration not stated)	-23	-6	4	-1	-16	0.1	1	0.0
N#CC1=C(N)NC(SCC(=O)c2ccc(Cl)cc2)=C(C#N)C12CCCC2	·	·	3	6	-19	-0.8	7	·
O=C(O)C1CC(Br)C(Br)CC1C(=O)O (configuration not stated)	9	0	-6	·	3	1.9	3	0.1
